EPAC1 antagonist = blocks human EPAC1 exchange factor; O95398; EPAC1 GEF assay, Rap1b-BODIPY-GDP exchange fluorescence; Potency, µM (titrated, usually from 115 µM), for the others: top-dose activity change, negative = inhibition, most hits filed as inhibitors; 0.14% of 360,000 active; AID 720709;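 also: potency is read from the fitted curve at half-maximal effect; plate controls were vehicle for no effect and positive control for full effect; nearly all actives have a fitted effect of over 50% in size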
PI5P4K alpha inh = PI5P4K alpha (human) kinase inhibition | P48426 | PI5P4Kalpha enzyme, ADP-Glo luminescence, 60 min; hits give low values | max response, % | 1.2% of 330,000 active; active = max response of -50% or lower; inconclusive = between -30% and -50%; inactive = -30% or higher; also: value at the top dose of about 77 µM; % is scaled to controls: 0 for no effect and ±100 for the full control effect
Target sequence (P48426 whole entry, looked up): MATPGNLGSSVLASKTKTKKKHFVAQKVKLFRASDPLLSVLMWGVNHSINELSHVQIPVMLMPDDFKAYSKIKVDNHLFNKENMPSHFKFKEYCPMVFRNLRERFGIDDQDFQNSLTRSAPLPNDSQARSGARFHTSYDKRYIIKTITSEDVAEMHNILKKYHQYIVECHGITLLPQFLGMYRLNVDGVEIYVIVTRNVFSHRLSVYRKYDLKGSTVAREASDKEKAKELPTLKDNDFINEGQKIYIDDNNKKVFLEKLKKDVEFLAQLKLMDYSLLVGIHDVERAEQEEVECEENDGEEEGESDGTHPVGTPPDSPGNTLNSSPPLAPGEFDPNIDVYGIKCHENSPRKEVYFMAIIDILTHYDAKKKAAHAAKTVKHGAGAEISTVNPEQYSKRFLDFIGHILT
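Controls without substrate or without enzyme flank wells where PI5P4Kalpha converts substrate using 5 microM ATP (final). Incubation lasts 60 minutes at room temperature; ADP formed is read by ADP-Glo luminescence.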
EPAC1 ag = activates human EPAC1 exchange factor; 0.073% of 360,000 active; Potency, µM (doses to about 154 µM), inactives show at the highest dose activation, usual class: activators; EPAC1 agonist qHTS, biochemical assay; response scale: 100% = response to 6.5 mM cAMP; O95398; also: potency is read from the fitted curve at half-maximal effect; nearly all actives have a fitted effect of over 60% in size
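Compounds were pinned as a concentration titration into mixtures of EPAC1 (100 nM), BODIPY-GDP-loaded Rap1B (250 nM) and GDP (50 uM). After 5 min at room temperature, fluorescence was followed for 30 min; activity was scaled to 6.5 mM cAMP.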
FUS suppressor = rescues growth of FUS-expressing yeast; 0.24% of 390,000 active; Potency, µM (top dose mostly 76.6 µM), inactives show at the highest dose growth rescue (activation), most hits filed as activators; S. cerevisiae FUS-expressing, growth rescue, OD600, 24 h; AID 1347120;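 also: potency is read from the fitted curve at half-maximal effect; plate controls were DMSO vehicle for no effect and reference control for full effect; nearly all actives have a fitted effect of over 55% in size; some results filed as inactive show a strong effect at the top dose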
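S. cerevisiae expressing FUS from galactose induction served as the toxicity model. Growth after 24hr at 30C, read as absorbance at 600 nm, indicates suppression of toxicity; compounds dosed at several concentrations.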
PLK1 PBD block = inhibitors of human PLK1 polo-box domain binding; P53350; Plk1 PBD binding of FITC phosphopeptide, fluorescence polarization; Potency, µM, for the others: max response, negative = inhibition, actives largely listed as inhibitors; 2.8% of 360,000 active; AID 720504; also: potency is read from the fitted curve at half-maximal effect; series mostly up to about 57 µM; % is scaled to controls: 0 for no effect and ±100 for the full control effect; nearly all actives have a fitted effect of over 65% in size
Target sequence (P53350 whole entry, looked up, the tested form may be a part): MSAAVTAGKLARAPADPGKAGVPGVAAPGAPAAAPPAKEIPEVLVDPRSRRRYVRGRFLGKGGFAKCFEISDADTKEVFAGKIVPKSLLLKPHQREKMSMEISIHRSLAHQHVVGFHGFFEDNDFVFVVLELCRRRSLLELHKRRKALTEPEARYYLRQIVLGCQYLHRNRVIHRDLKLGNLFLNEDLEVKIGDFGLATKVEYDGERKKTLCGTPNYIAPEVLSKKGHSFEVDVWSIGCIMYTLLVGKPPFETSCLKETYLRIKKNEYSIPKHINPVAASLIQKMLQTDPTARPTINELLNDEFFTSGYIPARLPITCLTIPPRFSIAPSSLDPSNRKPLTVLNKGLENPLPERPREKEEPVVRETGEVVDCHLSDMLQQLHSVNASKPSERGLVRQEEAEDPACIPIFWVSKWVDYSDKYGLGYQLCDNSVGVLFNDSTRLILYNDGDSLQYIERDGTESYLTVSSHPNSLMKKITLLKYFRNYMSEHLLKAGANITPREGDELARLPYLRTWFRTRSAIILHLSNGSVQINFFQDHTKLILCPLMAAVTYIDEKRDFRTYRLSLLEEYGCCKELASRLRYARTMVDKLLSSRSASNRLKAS
aSyn yeast inh = inhibitors of alpha-synuclein toxicity in yeast. Yeast expressing alpha-synuclein, growth rescue, BacTiter-Glo, 24 h. Potency, µM (doses to about 46.1 µM), for inactives: top-dose growth rescue (activation), usual class: activators. 0.14% of 370,000 active; also: potency is read from the fitted curve at half-maximal effect; % of control where 0% means no effect; nearly all actives have a fitted effect of over 65% in size
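Rescue of yeast growth: cells expressing toxic alpha-synuclein, induced in galactose at OD600 0.02, incubated with compound 24 h at 30 C. ATP luminescence quantified growth; inhibitors of toxicity appear as activators.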
IL-2 act = activates IL-2 in a cell-based reporter assay | IL-2 activation reporter assay, cell-based qHTS; stimulated with anti-CD3/CD4/CD28 beads; in transgenic mouse T cells | activation, % (series mostly up to about 46 µM) | 0.065% of 360,000 active | AID 652025; in the data active = activation above about 50%; inconclusive = mostly about 30% to 49%; also: 0% is about no effect
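Quantitative HTS in unstimulated transgenic mouse T cells, with memory T cells as non-tolerant control and PMA/ionomycin as tolerance-bypass control. Compound pretreatment lasted 60 minutes before 18 h bead stimulation; EGFP/DsRed fluorescence read.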
Abeta yeast res = compounds reversing amyloid beta toxicity in yeast; yeast expressing A-beta42, growth rescue, OD600, 48 h; response scale: 0% DMSO, 100% iron-clioquinol control; Potency, µM (highest dose often 46.1 µM), without a hit: at the top dose growth rescue, actives largely listed as activators; 0.063% of 410,000 active; AID 1347071; also: potency is read from the fitted curve at half-maximal effect; nearly all actives have a fitted effect of over 55% in size
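Yeast A-beta toxicity model in growth medium with pinned compounds, 48 h at 30 C; growth read as absorbance at 600 nm. Normalized to FeCl3/clioquinol equimolar mix (positive) and DMSO (negative).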
WRN inhibitor = inhibitors of human WRN helicase; Potency, µM (doses to about 114 µM), without a hit: top-dose activity change, negative = inhibition, hits mostly inhibitors; Q14191; 0.46% of 360,000 active; WRN helicase unwinding, fluorescent forked duplex, kinetic; also: potency is read from the fitted curve at half-maximal effect; % is scaled to controls: 0 for no effect and ±100 for the full control effect; nearly all actives have a fitted effect of over 55% in size
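Primary qHTS, 1536-well format. 20 nM WRN + compound, 15 min RT; start with 100 nM forked fluorophore/quencher duplex, 2 mM ATP (final); kinetic read ex 525/em 598 nm.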
An asterisk follows results filed as active; ? = inconclusive; · = no result given; [ ] = remark or other dose. Unless noted, calls follow the shape of the dose curve; as a rule, active = well fitted curve in the direction sought with a large enough effect; inconclusive = small, poorly fitted or top-dose-only effect, or another doubt; inactive = no such curve, though single readings can be large; an effect the other way counts as inactive or inconclusive.

SMILES	EPAC1 antagonist	PI5P4K alpha inh	EPAC1 ag	FUS suppressor	PLK1 PBD block	aSyn yeast inh	IL-2 act	Abeta yeast res	WRN inhibitor
COc1cc([N+](=O)[O-])cc(/C=N/NC(=O)c2ccc(C)nc2)c1O	12%	-6	-8%	·	2%	-11%	-0.7	-20%	-2%[11.6 µM]
N#C/C(=C\c1ccc(-c2ccccc2[N+](=O)[O-])o1)C(=O)N1CCOCC1	-13%	-4	-3%	18%	-8%	6%	2.8	10%	-19%
Cc1cccc(N2CCN(C(=O)c3cc4cc(F)ccc4[nH]3)CC2)c1C	-9%	10	4%	17%	-1%	6%	-0.9	-1%	-4%
Cc1ccc(C(=O)NCc2ccco2)cc1[N+](=O)[O-]	3%	1	-1%	8%	-2%	0%	2.0	-3%	-2%[57.1 µM]
COc1ccc(C2/C(=C(/O)c3ccccc3)C(=O)C(=O)N2C)cc1 (stereo not drawn)	10%	-3	0%	33%	-6%	-1%	1.6	15%	-1%
CSCCC(NS(=O)(=O)c1ccccc1)C(=O)OC(C)C(=O)Nc1ccc(Cl)cn1 (stereo not drawn)	4%	1	-9%	18%	-2%	7%	0.2	-7%	-1%
CC1(C)CC(=O)/C(=C(/O)CCCN2C(=O)c3ccccc3C2=O)C(=NC(C)(C)C)C1	-3%	-1	-8%	11%	-7%	4%	-1.2	1%	7%
CCc1ccccc1NC(=O)CN1CCN(C(=O)c2cccc(-n3cnnn3)c2)CC1	-3%	-2	-1%	-3%	-4%	-1%	0.1	-7%	2%
O=C(NCc1ccc(Cl)cc1Cl)C1CCN(S(=O)(=O)c2ccc3c(c2)OCCCO3)CC1	8%	2	1%	·	-5%	-13%	-1.1	-26%	-1%
Cn1ccnc1SCC(=O)c1ccc(OC(F)F)cc1	-29%	2	10%	9%	-7%	3%	-0.6	-1%	1%
CC(=O)Nc1cccc(-c2ccnc3c2CC(C)(C(=O)Nc2ccc(F)c(Cl)c2)O3)c1 (stereo not drawn)	-15%	-4	0%	?	-12%	0%	-1.0	-5%	8%[57.1 µM]
Cc1cc2cc3c(cc2nc1SCC(=O)N1CCOCC1)OCO3	4%	-9	6%	1%	-4%	11%	-1.1	21%	1%
O=S(=O)(c1ccccc1Cl)N1CCC(O)(c2ccc3c(c2)OCO3)CC1	-11%	·	6%	3%	-7%	21%	-1.3	15%	-10%
Cc1ccc(C(=O)CN2C(=O)c3ccccc3S2(=O)=O)cc1	12%	0	0%	-9%	1%	4%	-1.8	2%	1%
COc1ccc2cc3cc(C(=O)NCCCN4CCC(C)CC4)oc3nc2c1	1%	5	8%	7%	-10%	-5%	-4.2	-2%	7%

Taken from the results shown (three entries):
SMILES	EPAC1 antagonist	PI5P4K alpha inh	EPAC1 ag	FUS suppressor	PLK1 PBD block	aSyn yeast inh	IL-2 act	Abeta yeast res	WRN inhibitor
Cc1cccc(N2CCN(C(=O)c3cc4cc(F)ccc4[nH]3)CC2)c1C	-9%	10	4%	17%	-1%	6%	-0.9	-1%	-4%
Cc1ccc(C(=O)NCc2ccco2)cc1[N+](=O)[O-]	3%	1	-1%	8%	-2%	0%	2.0	-3%	-2%[57.1 µM]
COc1ccc(C2/C(=C(/O)c3ccccc3)C(=O)C(=O)N2C)cc1 (stereo not drawn)	10%	-3	0%	33%	-6%	-1%	1.6	15%	-1%

Next section.
SMILES	EPAC1 antagonist	PI5P4K alpha inh	EPAC1 ag	FUS suppressor	PLK1 PBD block	aSyn yeast inh	IL-2 act	Abeta yeast res	WRN inhibitor
O=C(COC(=O)COc1ccccc1[N+](=O)[O-])NCc1ccc2c(c1)OCO2	8%	4	4%	·	-5%	0%	-2.7	5%	-4%
CCN(C(=O)COC(=O)/C=C/c1ccc(S(=O)(=O)N2CCc3ccccc32)cc1)C1CCS(=O)(=O)C1 (stereo not drawn)	-10%	2	8%	?	-14%	0%	0.1	4%	-22%
O=C(c1cc(=O)c2ccccc2o1)N1CCN(c2ccccc2F)CC1	1%	-11	6%	5%	-3%	6%	-5.5	4%	-23%
O=C(CCN1C(=O)C2C3CC(C(Br)C3Br)C2C1=O)OCC(=O)c1cccc([N+](=O)[O-])c1 (stereo not drawn)	17%	8	-14%	1%	4%	1%	-0.4	-4%	-3%[57.1 µM]
CCOC(=O)c1c(C)n(C)c2ccc(OC(=O)c3ccco3)cc12	-19%	-1	3%	-15%	-9%	-8%	-0.7	4%	-1%
NC(=O)c1c(N)sc(=S)n1CC1CCCO1 (stereo not drawn)	-2%	-1	5%	7%	?	-4%	-2.2	3%	-1%
COc1cccc(CCNC(=O)CC2C(=O)NCCN2Cc2ccc(Cl)c(F)c2)c1 (stereo not drawn)	-1%	7	6%	19%	-16%	0%	-0.9	4%	-2%
CCOC(=O)c1sc(NC(C)=O)cc1C	0%	-6	-12%	-2%	0%	-14%	-5.1	-15%	1%
Cc1cc(C(=O)COC(=O)c2ccc(F)cc2)c(C)n1C	0%	7	-10%	·	0%	-3%	-4.8	2%	2%
CC(NC(=O)CCc1nnc(CCCc2ccccc2)o1)c1ccccc1 (stereo not drawn)	8%	7	9%	13%	-3%	3%	2.9	8%	0%
COc1ccc(C(CNC(=O)c2ccc(-c3nc4ccccc4s3)o2)N2CCCC2)cc1 (stereo not drawn)	-1%	-3	7%	14%	-8%	7%	0.4	-5%	6%
Cc1cc(C)c2cc(CN(Cc3cccnc3)C(=O)c3ccc(F)cc3)c(Cl)nc2c1	-8%	·	13%	?	-12%	-10%	-1.1	-17%	-8%
O=C(Nc1cccc(-c2nnc(-c3ccccc3)o2)c1)C1CCCO1 (stereo not drawn)	4%	·	0%	6%	-3%	-11%	-0.2	-31%[inhibitor]	-3%
NC1=NC[C@@H](Cc2ccc(O)cc2)N1CCc1cc(C(F)(F)F)cc(C(F)(F)F)c1	-7%	-1	-3%	6%	-10%	-12%	-0.5	6%	4%
COc1ccc(CN2C(=O)c3ccccc3C2(C)c2nc3ccccc3[nH]2)cc1 (stereo not drawn)	-9%	-2	11%	-14%	-3%	-12%	-0.2	-10%	-2%
Cc1ccc(Cn2c(C(C)Nc3nc(-c4ccc(Cl)cc4)cs3)nc3cc(C(=O)NCCCO)ccc32)cc1 (stereo not drawn)	-20%	1	9%	?	-9%	2%	-0.7	-1%	-13%
O=C(NC12CC3CC(CC(C3)C1)C2)C1CC(=O)N(c2ccc(Br)cc2)C1 (stereo not drawn)	6%	0	2%	-14%	2%	-10%	1.0	28%	1%
Cc1ccc(-n2ncc(C(=O)Nc3cc(Cl)ccc3C)c2C2CCNCC2)cc1C	6%	2	0%	-12%	7%	7%	0.2	5%	8%
Cc1nc2c(C)cccc2cc1C(=O)N/N=C/c1cccnc1	-28%	13	-4%	·	-13%	-1%	-2.4	12%	-21%
CCOC(=O)C1(C)CCCCN1C(=O)c1cccs1 (stereo not drawn)	13%	2	-9%	-22%	-4%	0%	0.5	30%	7%
C=CCC1(CC=C)CCCN1C(=O)CC1C(=O)NCCN1Cc1cccc(OC)c1 (stereo not drawn)	0%	-3	6%	18%	-16%	1%	-2.2	3%	-6%
COC(=O)c1cccc2c1NC(=O)C2=O	-11%	-14	3%	1%	-8%	-1%	-1.2	23%	-1%
Cc1ccc(NC(=O)CCCCCN2C(=O)[C@@H]3Cc4ccccc4CN3C2=O)c(C)c1	-1%	12	13%	-6%	0%	-5%	-2.4	-5%	5%
O=C(CCC(=O)c1cccs1)NCc1cccnc1	-6%	-11	-3%	3%	-1%	0%	-1.1	-3%	-15%
CCCCN1C(=O)C(CC(=O)NCCCCc2ccccc2)CC(C(=O)N(C(C)C)C(C)C)=C1C (stereo not drawn)	-2%	4	-16%	41%	6%	1%	-1.5	5%	0%
Cc1cc(C)cc(NC(=O)C(=S)NCc2ccccc2)c1	3%	17	-6%	-7%	-11%	-1%	-3.1	6%	-8%
O=C(CSC(=S)N1CCCCC1)c1c(F)cccc1F	-7%	-4	-13%	4%	?	-19%	-1.0	1%	9%
COc1ccc2c(c1)CCC1C2=NN(/C(C)=C\C(C)=O)C1c1ccc(F)cc1 (stereo not drawn)	-2%	-13	-6%	18%	12µM*	-8%	0.5	-22%	4%
Cc1ccc(NC(=O)/C(C#N)=C(\N)C(Cl)(Cl)Cl)nc1	7%	-17	-9%	-31%	24µM*	-16%	-2.0	-8%	32%
CCc1ccc(OCC(=O)NNC(=O)CNC(=O)c2ccc(Br)o2)cc1	3%	0	-12%	-16%	-11%	-9%	0.5	-16%	-3%
COc1ccc(C(CNC(=O)CCNS(=O)(=O)c2ccccc2C(F)(F)F)N2CCOCC2)cc1 (stereo not drawn)	6%	-10	-3%	1%	2%	0%	-2.1	-11%	11%
COc1cc(C2C3C(=O)N(c4ccc(F)cc4)C(=O)C3ON2c2ccccc2)ccc1O (stereo not drawn)	8%	3	-7%	7%	1%	-7%	3.1	-8%	6%
O=C(COc1ccc2ccccc2c1)N1CCN(C(=O)c2cccnc2)CC1	-2%	-3	7%	9%	-11%	0%	-0.1	5%	-3%
Cc1cc(C)cc(N(CC(=O)NC(C)(C)C)C(=O)CCC(=O)Nc2ccccn2)c1	-12%	-4	5%	6%	-24%	4%	-0.2	-10%	4%
C[C@@H]1CN([C@@H](C)CO)C(=O)c2cc(C#Cc3cccc(F)c3)cnc2O[C@@H]1CN(C)CC1CCOCC1	-15%	-5	15%	8%	-15%	-4%	-3.9	7%	6%
Cc1ccc2nc(SCC(=O)N3CC(C)OC(C)C3)nc(=O)n2c1 (stereo not drawn)	-7%	6	-6%	1%	-6%	-1%	0.0	-9%	-4%
CCOCCCNC(=S)N(CCN(C)C)Cc1cc2cc3c(cc2[nH]c1=O)OCCO3	14%	1	14%	-6%	-7%	-7%	-0.5	9%	7%
Cc1ccc(-c2n[nH]c(=S)n2/N=C/c2c(C)nn(-c3ccccc3)c2C)cc1	-13%	-12	11%	·	-5%	5%	0.0	4%	2%

Compound activity deposited in PubChem BioAssay by National Center for Advancing Translational Sciences (NCATS).
